# Assay outcomes (PubChem BioAssay)
# RAD52 anneal inh – RAD52 DNA annealing inhibitors, primary screen, biochemical, FRET, single point, set 2; DNA repair protein RAD52 homolog (Homo sapiens), P43351; recombinant RAD52 DNA annealing, FRET fluorescence; inhibition, % at 18.7 µM; 360,000 tested, 0.46% active;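 active = every replicate showing at least 50% inhibition; inconclusive = mean inhibition at least 50% but not in every replicate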
# INS-1E GSIS act – GLuc luminescence reporter in INS-1E cells, primary screen for activators of glucose-dependent secretion of insulin; INS-1E GLuc reporter insulin secretion, 2-3 h; activation, % at 16.6 µM; 370,000 tested, 0.61% active; AID 743287, 2014;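 active = lowest replicate activation of at least 40%, so every replicate reaches that level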;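 note: 0% = median of neutral control wells and 100% = median of IBMX positive control wells; some compounds called inactive have numbers as strong as hits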
# XiGFP reactiv – activators of inactive X chromosome reactivation, primary screen, imaging, XiGFP fibroblasts, GFP high-content imaging, set 2 | XiGFP mouse fibroblasts, % GFP-positive cells imaging, 3 d; cells co-treated with 5-aza-dC sensitizer; scaled so ellipticine positive control = 100% | 360,000 tested, 0.055% active | activation, % at 7.58 µM;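 active = mean normalized replicate activation at least 10% and every replicate at or above 10%; inconclusive = only one of the two criteria met; inactive = mean below 10% and not all replicates reach 10%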;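 note: 0% = median of on-plate neutral control wells and 100% = ellipticine 6 µM median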
#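 System: 68-5-11 XiGFP fibroblast line; Timing: 3 days compound exposure; Compound dosing: one concentration, pinned; Benchmarks: positive control ellipticine, 6 µM final; Buffer or medium: DMEM containing 5-aza-dC.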
# DENV2 CPE – inhibitors of DENV2 cytopathic effect, primary screen, cell-based, plate reader, single concentration; DENV2-infected cells, cytopathic effect rescue; 350,000 tested, 1.7% active; CPE inhibition, % at 9.99 µM; in the data active = CPE inhibition above about 20%, passing the limit was not always enough; inconclusive = no clear call, values can overlap the other calls; tested in BHK-21 cells;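 note: 0% = median of neutral control wells and 100% = median of positive control wells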
# E-selectin induc – E-selectin induction in HUVECs, primary screen, imaging, HUVEC, immunofluorescence imaging, single point | P16581 | normalized: neutral wells 0, TNF-alpha wells 100 | activation, % at 7.58 µM | 260,000 tested, 0.37% active;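 active = mean E-selectin-positive cell signal at least 10% of the positive control, reached in at least 60% of replicates, without over 20% cell loss; inconclusive = no rule given, readout overlaps actives, possibly toxicity-flagged; inactive = the rest, including those meeting only one limit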;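 note: in these data hits start at about 27%; measured in HUVEC primary endothelial cells; signal is the percent of cells scored E-selectin positive by PE staining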
# Target sequence (P16581 whole entry, looked up): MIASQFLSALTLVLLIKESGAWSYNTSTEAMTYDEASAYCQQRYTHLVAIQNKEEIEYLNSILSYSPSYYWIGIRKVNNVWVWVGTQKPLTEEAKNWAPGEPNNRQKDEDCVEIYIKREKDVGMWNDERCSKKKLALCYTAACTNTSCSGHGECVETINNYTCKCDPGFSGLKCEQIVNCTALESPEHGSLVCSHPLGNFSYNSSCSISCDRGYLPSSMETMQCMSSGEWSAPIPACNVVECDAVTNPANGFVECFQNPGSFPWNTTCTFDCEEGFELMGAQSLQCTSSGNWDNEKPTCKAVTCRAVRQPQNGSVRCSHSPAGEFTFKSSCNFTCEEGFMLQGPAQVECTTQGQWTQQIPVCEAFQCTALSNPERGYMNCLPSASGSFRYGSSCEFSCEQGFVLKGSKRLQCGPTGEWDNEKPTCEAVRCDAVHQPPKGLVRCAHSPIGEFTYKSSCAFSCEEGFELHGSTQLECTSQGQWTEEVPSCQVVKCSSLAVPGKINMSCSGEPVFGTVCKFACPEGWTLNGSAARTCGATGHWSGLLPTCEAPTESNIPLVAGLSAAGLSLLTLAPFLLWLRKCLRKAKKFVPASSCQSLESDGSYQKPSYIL
#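 Read-out basis: % PE-positive cells; Test system: HUVEC primary endothelial cells; Technique: immunofluorescence imaging; Dosing: single-point compound dose.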
# RAD54 branch – inhibitors of human RAD54 branch migration, primary screen, biochemical, fluorescence, single point | DNA repair and recombination protein RAD54-like (Homo sapiens), Q92698 | RAD54 Holliday junction branch migration, FAM/BHQ fluorescence | inhibition, % at 10.4 µM | 360,000 tested, 0.14% active | AID 602329, 2012;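 active = mean normalized replicate activity at least 40 and at least half of replicates scoring 40 or more; inconclusive = only one of the two criteria met; inactive = mean below 40 and under half of replicates reaching 40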;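 note: 0% = median of neutral control wells and 100% = median of positive control wells; inhibitors cause a drop in the FAM fluorescence signal; in these data hits start at about 50%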
# Casp6 inh – human caspase-6 inhibitors, primary screen, biochemical, VEID-R110 fluorescence, single point, set 2. purified caspase-6, Z-VEID-R110 cleavage fluorescence. inhibition, % at 12.5 µM. P55212. 350,000 tested, 0.53% active;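 active = mean inhibition across replicates at least about 35%, with every replicate also reaching that limit, limit read from the data; inconclusive = only one of the two criteria met; inactive = neither criterion met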;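 note: 0% = median of neutral control wells and 100% = no fluorescence left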
# Target sequence (P55212 24-179 limits assumed): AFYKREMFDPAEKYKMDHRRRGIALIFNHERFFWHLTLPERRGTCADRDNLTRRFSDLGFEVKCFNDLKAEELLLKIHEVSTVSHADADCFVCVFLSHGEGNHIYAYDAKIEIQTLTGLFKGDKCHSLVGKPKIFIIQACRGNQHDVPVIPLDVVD
# Target sequence (P55212 194-293 limits assumed): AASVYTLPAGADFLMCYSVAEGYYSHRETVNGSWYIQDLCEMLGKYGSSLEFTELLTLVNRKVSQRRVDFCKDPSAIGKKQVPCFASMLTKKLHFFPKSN
# F508del corr – F508del CFTR correction, initial screen, CFBE line, single point; CFBE cells, YFP halide quenching; stimulated with forskolin plus potentiator P3; % fluorescence drop versus neutral controls; activity (quench increase), % at 7.58 µM; 350,000 tested, 0.36% active; AID 720511, 2013;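 active = mean added fluorescence quench of at least 8% versus neutral control, with both replicates also reaching 8%; inconclusive = only one of the mean or replicate conditions met; inactive = mean below 8% and not both replicates reaching 8%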;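 note: cells transiently co-express mutant CFTR-F508del with the halide-sensitive YFP; corrector assay measuring rescue of mutant channel to the surface after 24 h compound exposure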
# * marks the source's active call; other numbers are inactive results; ? = inconclusive; . = not tested or not shown.
SMILES,RAD52 anneal inh,INS-1E GSIS act,XiGFP reactiv,DENV2 CPE,E-selectin induc,RAD54 branch,Casp6 inh,F508del corr
C[C@@H]1CCCCO[C@@H](CN(C)CC2CC2)[C@H](C)CN([C@@H](C)CO)C(=O)c2cc(NC(=O)Nc3ccc(F)cc3)ccc2O1,31,6,0.0,-7,-0.3,6,-2,-0.4
CCOc1ccc(NC(=O)CN(C)C(=O)c2cccnc2Sc2ccc(C)cc2C)cc1OCC,-16,-16,0.3,8,-0.2,-12,4,6.3
O=C(c1cc(-c2ccncc2)nc2ccc(Br)cc12)N1CCN(Cc2ccc3c(c2)OCO3)CC1,-27,7,-0.1,1,2.0,.,-3,1.4
O=C(CCN1CCCCC1)c1ccccc1,-7,-5,.,0,.,1,-8,-1.3
Cc1cccc(C(=O)O/N=C(\N)c2cccc([N+](=O)[O-])c2)c1,0,-9,.,-3,.,-7,0,-1.1
O=C(O)/C=C/c1ccc(S(=O)(=O)NCc2ccco2)cc1,-3,10,0.0,0,.,.,26,.
COc1ccc(S(=O)(=O)N2CCC(C(N)=O)CC2)cc1,-3,2,-0.2,5,0.0,-14,-4,1.7
C[C@H](CO)N1C[C@H](C)[C@H](CN(C)S(=O)(=O)c2ccccc2)Oc2c(cccc2N(C)C)C1=O,-9,23,0.3,-1,-3.2,2,-2,-1.4
COc1ccc(OCc2cc(C(=O)NCCN3CCCC(O)C3)no2)c(Cl)c1 (stereo not given),-9,4,0.1,7,0.5,4,-2,-0.1
COCCNC(=O)c1cc2c(c(-c3cccc(C4=CCCC4)c3)n1)[C@H](CCO)N([S@@](=O)C(C)(C)C)C2,-56,-3,0.0,5,1.2,0,2,0.0
C[C@H]1CN([C@@H](C)CO)C(=O)c2cccc(NC(=O)Nc3ccc(F)cc3)c2O[C@H]1CN(C)C(=O)Nc1ccc(C(F)(F)F)cc1,-12,-36,0.0,3,-9.5,1,1,2.5
Cc1ccccc1C1NC(=S)NC2=C1C(=O)CC(C)(C)C2 (stereo not given),-10,21,0.1,-3,0.0,.,1,-0.3
CC1(C(=O)NS(=O)(=O)c2ccc(F)cc2F)CCN1C(=O)Cc1ccccc1 (stereo not given),-11,12,0.1,?,0.4,-18,-2,-2.4
Cc1cc(F)ccc1S(=O)(=O)N(CC(=O)N1CCOCC1)CC(=O)N1CCOCC1,-9,-5,0.0,5,1.0,-12,-1,-2.0
CC(C)CNC(=O)c1cccc(NC(=O)C(C)C)c1,-9,14,0.0,-1,.,.,-2,0.6
C[C@H](CO)N1C[C@H](C)[C@@H](CN(C)C(=O)CN(C)C)Oc2cc(C#CC3CC3)ccc2S1(=O)=O,9,-4,0.2,0,0.4,-8,-2,-0.2
COc1ccc(S(=O)(=O)NCC(c2ccc(F)cc2)N2CCOCC2)cc1Br (stereo not given),-12,-4,0.7,5,0.0,-1,0,0.5
CCc1nn(C(C)C(=O)NCc2ccc(Cl)cc2)c(=O)c2cc3occc3n12 (stereo not given),-24,12,0.0,-8,.,-12,4,0.6
COc1ccc(NC(=O)CSc2nc3ccsc3c(=O)n2CCCCCC(=O)O)cc1,-2,11,0.0,.,.,.,0,1.6
CSc1nc2ccc(NC(=O)c3c(-c4ccccc4)noc3C)cc2s1,-10,-5,0.5,-1,-0.6,.,-1,2.4
c1ccc(N2CCN(Cc3nnnn3C3CCCCC3)CC2)cc1,-27,33,.,.,.,6,1,.
CCCN1C[C@H](C)[C@@H](OC)CN(C)C(=O)c2ccc(NC(=O)COC)cc2OC[C@@H]1C,35,5,-0.6,-5,-0.3,8,0,.
Cc1ccc(NC(=O)C(C)N=C2NS(=O)(=O)c3ccccc32)cc1F (stereo not given),-3,-16,-0.1,4,2.0,-11,1,-1.3
CN(CC(=O)Nc1ccccc1Cl)C(=O)c1cccc(S(=O)(=O)N2CCN(c3ccccc3)CC2)c1,-3,-49,-0.7,-5,-2.0,7,-137,-1.3
COCCNC(=O)c1ccc(S(=O)(=O)c2ccc(Cl)cc2)c(NC(C)=O)c1,5,-2,0.0,-5,0.2,-6,-1,-0.8
Cc1cc(=O)oc2cc(NC(=S)NCc3ccccn3)ccc12,-3,-20,0.0,2,-1.1,-8,5,0.2
COc1ccccc1/C=C(\C#N)C(=O)c1cccn1C,-16,.,0.2,-3,?,.,2,-0.8
Cc1cc(Oc2ccc(C)c(Cl)c2)nc(SCC(=O)c2ccccc2)n1,-9,4,-0.1,-5,-0.1,-11,1,.
Cc1noc(C)c1NC(=O)Nc1ccc2c(c1)C(=O)N([C@@H](C)CO)C[C@@H](C)[C@H](CN(C)Cc1ccc(Oc3ccccc3)cc1)O2,-27,1,0.0,-11,0.8,1,-1,-1.3
O=C(NCCCN1CCOCC1)C(=O)NCc1ccccc1,-13,19,0.0,?,.,.,0,-1.4

# Full records, looked up by structure.
# COc1ccccc1/C=C(\C#N)C(=O)c1cccn1C is entered as RAD52 anneal inh = -16; INS-1E GSIS act = .; XiGFP reactiv = 0.2; DENV2 CPE = -3; E-selectin induc = ?; RAD54 branch = .; Casp6 inh = 2; F508del corr = -0.8
# C[C@H](CO)N1C[C@H](C)[C@H](CN(C)S(=O)(=O)c2ccccc2)Oc2c(cccc2N(C)C)C1=O is entered as RAD52 anneal inh = -9; INS-1E GSIS act = 23; XiGFP reactiv = 0.3; DENV2 CPE = -1; E-selectin induc = -3.2; RAD54 branch = 2; Casp6 inh = -2; F508del corr = -1.4

# The listing continues:
SMILES,RAD52 anneal inh,INS-1E GSIS act,XiGFP reactiv,DENV2 CPE,E-selectin induc,RAD54 branch,Casp6 inh,F508del corr
CCCc1ccc(C#N)c(SC2CC(=O)N(c3ccc(OC)cc3)C2=O)n1 (stereo not given),-33,2,0.0,2,.,8,2,-1.4
COc1cc(C(=O)NCCN2C(=O)S/C(=C\c3cccs3)C2=O)cc(OC)c1OC,-27,.,0.1,1,0.5,-10,-1,1.5
O=C(C[C@H]1C[C@H]2c3cc(NC(=O)C4CCOCC4)ccc3O[C@H]2[C@@H](CO)O1)NCc1ccc(Oc2ccccc2)cc1,15,20,0.1,-1,0.2,-7,1,-2.2
COCCN(C(=O)COC(=O)C1CCC(C(C)(C)C)CC1)c1c(N)n(Cc2ccccc2)c(=O)[nH]c1=O (stereo not given),-4,-28,0.0,?,.,10,-3,-3.0
O=C(CCNC(=O)c1ccc([N+](=O)[O-])cc1)NCc1ccccc1,-17,17,0.1,-1,0.2,5,-1,-0.6
CCOCCc1nnc(N)s1,-19,-2,.,8,.,1,1,0.3
Cc1ccccc1CN(C)C[C@H]1OCc2cnnn2CCCC(=O)N([C@H](C)CO)C[C@H]1C,0,0,0.0,-1,-0.2,-4,0,2.5
Cc1ccc(S(=O)(=O)N(C)C[C@@H]2Oc3ccc(NC(=O)Cc4cn(C)c5ccccc45)cc3CC(=O)N([C@@H](C)CO)C[C@H]2C)cc1,25,-3,-1.2,-7,5.0,1,0,3.8
CCOC(=O)C1=NN(c2ccc(Cl)cc2)C(=O)C1,2,7,-0.3,-3,-0.3,.,2,-2.3
COc1ccc(CN(C)C[C@H]2Oc3c(NC(=O)NC(C)C)cccc3C(=O)N([C@@H](C)CO)C[C@@H]2C)cc1,10,-6,-1.2,-5,5.9,-2,0,3.8
C/C=C/C(=O)N1CC2(CC(c3cccc(NC(=O)COc4ccc(Cl)cc4)c3)=NO2)C[C@@H]1C(N)=O (stereo not given in full),-17,-13,0.1,-3,0.2,-5,6,3.1
CCN(CC)S(=O)(=O)c1cccc(NC(=O)c2ccc(S(=O)(=O)N3CCCC3)cc2)c1,-11,-30,-0.2,-1,.,-3,0,-0.7
C[C@@H]1CCCCO[C@@H](CN(C)C)[C@@H](C)CN([C@@H](C)CO)C(=O)c2cc(NS(=O)(=O)c3cn(C)cn3)ccc2O1,-35,10,0.3,0,0.0,3,-3,-3.4
O=C(NNC(=O)c1ccccc1OCc1ccc(F)cc1)c1ccncc1,-5,6,0.3,-7,.,.,0,1.2
COc1ccc(OC)c(NC(=O)C(C)SCc2nc3sc(C)c(C)c3c(=O)[nH]2)c1 (stereo not given),-8,18,-0.1,5,.,-1,-83,0.6
O=c1cc(C(F)(F)F)nc(-c2ccccc2OC(F)(F)F)[nH]1,-6,10,0.2,?,0.1,-16,0,1.1
COc1ccccc1Nc1cc(C(=O)NCCCN2CCOCC2)c2ccccc2n1,-12,9,0.0,-7,-0.9,1,1,2.1
C[C@@H]1CN([C@@H](C)CO)C(=O)c2cc(NS(=O)(=O)c3ccc(Cl)cc3)ccc2O[C@@H](C)CCCCO[C@@H]1CN(C)Cc1ccccc1,28,-29,0.1,-6,.,-1,1,5.8
CC1=C(C(=O)N2CCOCC2)CC(CC(=O)NCCCN(C)C)C(=O)N1Cc1ccc(C(C)(C)C)cc1 (stereo not given),-4,.,0.2,20,0.9,11,-1,-3.1
C=CCn1c(SCc2ccc(C(=O)O)cc2)nc2sc(C)c(C)c2c1=O,-25,-11,0.8,-6,-0.4,.,7,-3.4
CC(=O)c1cccc(NS(=O)(=O)c2ccc(-c3cc(C)no3)s2)c1,-22,-43,0.2,13,.,5,0,0.1
CCC(C)N(C(=O)CSc1nncn1C)C1CCS(=O)(=O)C1 (stereo not given),-6,102*,0.0,4,-0.2,6,-2,3.6
O=C(C[C@@H]1CC[C@@H]2[C@H](COC[C@H](O)CN2Cc2ccccc2F)O1)N[C@@H]1CCN(Cc2ccccc2)C1,-19,3,0.1,6,0.1,-1,-1,0.3
C[C@H]1CCCCO[C@@H](CN(C)Cc2ccncc2)[C@@H](C)CN([C@@H](C)CO)C(=O)c2cc(NC(=O)Nc3ccc(F)cc3)ccc2O1,.,-5,-0.1,2,-0.1,1,.,-1.7
NC(=O)CN1CCN(c2cccc(Cl)c2)CC1,-7,10,0.0,5,4.6,-10,-4,2.0
CCOC(=O)N1N=C(c2ccc(C)cc2)CC1(O)C(F)(F)F (stereo not given),-23,14,.,-3,.,5,-1,2.7
COc1ccc2ccccc2c1-c1sc(Nc2ccccc2)n[n+]1-c1ccc(F)cc1,33,-47,0.0,52*,.,-2,4,-0.5
COc1ccc(S(=O)(=O)N2CCOC2CNC(=O)C(=O)NCc2ccncc2)cc1C (stereo not given),-6,11,-0.1,-3,-0.3,-5,-4,-3.1
CC(=O)c1ccc(N2CCN(C(=O)c3ccc(S(=O)(=O)NCc4ccco4)cc3)CC2)cc1,-27,-7,0.2,-3,0.8,0,-4,0.1
COc1cccc(C(=O)Nc2ccc3c(c2)C(=O)N(C)C[C@@H](OC)[C@@H](C)CN(C)[C@@H](C)CO3)c1,-10,0,-0.1,5,0.1,3,.,0.5
CCC(C)NC(=O)CNC(=S)N(Cc1ccccc1F)C1CCCCC1 (stereo not given),-14,-16,0.2,-1,-0.1,.,2,2.4
